# Screening data: PubChem, several laboratories
# M5 antag: CHRM5 antagonism in calcium assay; inhibition, % at 3 µM; P08912; hit rate 0.59% among 360,000; AID 624040; CHO-hM5 cells, Fluo-8 calcium fluorescence, ACh EC80;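 active means inhibition above a per-plate cutoff, the mean of that plate's test compounds plus 3 SD, cut at about 27% in these data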;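 further: 0% = acetylcholine EC80 with DMSO and 100% = DMSO without agonist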
# Target sequence (P08912 whole entry, looked up): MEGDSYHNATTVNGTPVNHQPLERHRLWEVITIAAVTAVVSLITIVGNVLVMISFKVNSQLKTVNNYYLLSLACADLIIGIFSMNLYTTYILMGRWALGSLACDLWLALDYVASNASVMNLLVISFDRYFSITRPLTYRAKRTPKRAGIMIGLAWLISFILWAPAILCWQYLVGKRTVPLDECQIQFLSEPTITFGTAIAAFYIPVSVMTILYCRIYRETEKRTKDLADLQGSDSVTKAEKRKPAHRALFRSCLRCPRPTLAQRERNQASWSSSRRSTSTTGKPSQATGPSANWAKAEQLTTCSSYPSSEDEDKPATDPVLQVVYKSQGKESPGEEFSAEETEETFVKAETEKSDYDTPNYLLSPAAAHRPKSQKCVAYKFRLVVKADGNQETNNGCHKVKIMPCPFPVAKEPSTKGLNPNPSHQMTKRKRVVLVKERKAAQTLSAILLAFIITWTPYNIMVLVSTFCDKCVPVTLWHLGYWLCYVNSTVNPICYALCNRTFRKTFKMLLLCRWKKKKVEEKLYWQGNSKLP
# M4 PAM: positive allosteric modulators of human muscarinic M4 receptor; P08173; CHO-K1 hM4/Gqi5, Fluo-8 calcium fluorescence, ACh EC20; 0% = ACh EC20, 100% = maximal ACh; activation, % at 3 µM; hit rate 0.4% among 360,000; AID 624126;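 active means activation above its plate's cutoff, the mean activation of sample wells plus 3 SD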; further: some results filed as inactive read as strong as hits
# Target sequence (P08173 whole entry, looked up): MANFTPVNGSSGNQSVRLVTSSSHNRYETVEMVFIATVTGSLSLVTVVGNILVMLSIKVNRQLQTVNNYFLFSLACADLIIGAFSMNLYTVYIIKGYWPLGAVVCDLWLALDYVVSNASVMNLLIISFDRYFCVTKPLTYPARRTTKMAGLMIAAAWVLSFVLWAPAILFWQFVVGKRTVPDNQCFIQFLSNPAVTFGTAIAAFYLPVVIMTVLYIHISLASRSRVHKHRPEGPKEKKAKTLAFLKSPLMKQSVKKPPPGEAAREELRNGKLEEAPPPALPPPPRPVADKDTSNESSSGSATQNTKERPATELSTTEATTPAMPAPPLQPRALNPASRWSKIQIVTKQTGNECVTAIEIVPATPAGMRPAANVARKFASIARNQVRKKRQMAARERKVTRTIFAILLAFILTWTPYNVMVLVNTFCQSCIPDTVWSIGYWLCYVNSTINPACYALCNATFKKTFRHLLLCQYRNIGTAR
# M1 PAM parental: nonselective activator or artifact in parental CHO-K1 calcium assay | hit rate 0.02% among 360,000 | activation, % at 3 µM | AID 602247 | ATP EC20, Fluo-8 calcium fluorescence; 0% at ATP EC20, 100% at ATP max;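 active means activation above the run cutoff, the mean activation of all test compounds plus 3 SD, cut at about 40% in these data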;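 further: peak over basal fluorescence ratio in a 140 s read after ATP addition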
# M5 ag: CHRM5 agonism in calcium assay. P08912. CHO-K1 hM5 cells, Fluo-8 calcium fluorescence; 0% DMSO wells, 100% maximal acetylcholine response. activation, % at 3 µM. AID 624037. hit rate 0.19% among 360,000;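 active means activation above the run's mean over test compounds plus 3 SD, cut at about 23% in these data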;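 further: signal is peak over basal fluorescence ratio across the kinetic read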
# M5 PAM: positive allosteric modulators of human muscarinic M5 receptor | P08912 | CHO-K1 hM5, Fluo-8 calcium, ACh EC20 PAM; 0% = ACh EC20, 100% = ACh EC100 | activation, % at 3 µM | hit rate 0.3% among 360,000 | AID 624038;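 active means activation above the run cutoff, the mean activation of all test compounds plus 3 SD, cut at about 18% in these data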
#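 system = human M5 receptor in CHO-K1 cells | reagent = EC20 acetylcholine as agonist stimulus | compound dosing = single-point, 3 µM nominal | incubation = Fluo-8 loading 80 min at 37 °C plus 30 min room temperature | detection = Fluo-8 calcium dye fluorescence, kinetic read | benchmarks = low control EC20 acetylcholine (0%), high control EC100 acetylcholine (100%)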
# TAAR1 antagonist: human TAAR1 antagonism | CHO RD-HGA16 TAAR1, Fluo-8 calcium fluorescence, antagonist | inhibition, % at 3 µM | hit rate 1.5% among 360,000 | AID 624466;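 active means inhibition above a per-plate cutoff, the mean inhibition of test compounds on that plate plus 3 SD, cut at about 49% in these data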;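 further: 0% = DMSO plus EC80 beta-PEA response and 100% = DMSO alone without agonist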
#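 Test system: hTAAR1-expressing CHO RD-HGA16 cells, Gα16-coupled; Probe or stimulus: EC80 β-phenethylamine stimulus; Compound dosing: single nominal final test compound concentration of 3 µM; Timing: 140 s kinetic read after compound, 140 s after agonist; Signal: Fluo-8 calcium-sensitive fluorescence; Measure: % inhibition of agonist calcium response; Controls: DMSO and EC80 PEA controls.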
# CRFBP-R2 block: blocks CRF-induced signaling of the CRF-BP/CRF-R2 complex. HEK293 CRF-R2/CRF-BP, CRF-induced calcium fluorescence. inhibition, % at 11.8 µM. hit rate 0.59% among 350,000. AID 588475;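 active means inhibition of the ligand-induced calcium signal above about 50% at the single tested concentration, limit read from the data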
# CRFR2-BP ag: CRF-BP/CRF-R2 complex agonism; HEK293 CRF-R2/CRF-BP, calcium dye fluorescence (FLIPR); percent of saturating CRF peptide response; activation, % at 13.2 µM; hit rate 0.46% among 350,000; AID 588473;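 active means activation of at least 50%, plus an integration ratio under a set limit after plate pattern correction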;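 further: plate controls were neutral control wells without compound for no effect and CRF at EC100 for full effect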
# TAAR1 ag: agonists of human TAAR1; activation, % at 3 µM; CHO RD-HGA16 TAAR1, Fluo-8 calcium fluorescence; vehicle wells 0%, saturating PEA agonist 100%; hit rate 0.99% among 360,000; AID 624467; Q96RJ0;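 active means activation above the mean activation of all test compounds in the run plus 3 SD, cut at about 38% in these data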
#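 Test system: RD-HGA16 (CHO) cells co-expressing Gα16 and hTAAR1 / Benchmarks: DMSO vehicle as 0%, PEA at EC100 as 100% / Repeats: no replicates (n 1) / Measure: % activation from peak over basal fluorescence ratio, DMSO-to-PEA scaled / Timing: 17-24 h plating, Fluo-8 75 min 37 °C, 30 min RT / Technique: kinetic Fluo-8 calcium fluorescence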
# * = called active by the depositor; . = not tested or not shown.
# Below each SMILES: M5 antag	M4 PAM	M1 PAM parental	M5 ag	M5 PAM	TAAR1 antagonist	CRFBP-R2 block	CRFR2-BP ag	TAAR1 ag
[1] CCOc1cc(C(=O)OCC(=O)c2cc(C)n(CC3CCCO3)c2C)ccc1OCC(=O)N1CCOCC1 (stereo not drawn)
→ 9	-4	-17	0	0	-2	-1	0.8	0
[2] CCOC(=O)C1=C(COC(=O)COc2ccc(C#N)cc2)NC(=O)NC1C (stereo not drawn)
→ 17	-4	16	2	-6	-19	-6	1.1	2
[3] O=C(O)c1ccc(NC(=S)NC(NC(=O)c2ccco2)C(Cl)(Cl)Cl)cc1 (stereo not drawn)
→ -7	-1	16	-2	3	0	27	-0.5	2
[4] COc1ccc2c(C(=O)CN(C)C3CCCCC3)c[nH]c2c1
→ 2	11	7	-3	-1	6	-10	1.7	-1
[5] CCN(CC)C(=O)CSc1nnc(CNc2ccc(F)cc2)n1-c1ccccc1
→ 1	6	14	5	-1	-5	0	-2.2	7
[6] COc1ccc(C(C)(O)c2nc(-c3cccs3)cs2)cc1 (stereo not drawn)
→ 2	2	14	0	-2	-4	.	.	0
[7] O=C(c1c(F)cccc1F)N1CCN(c2ncc(Br)cn2)CC1
→ 2	-2	-8	-4	-1	1	4	-1.6	8
[8] Cn1ccnc1SCC(=O)c1cccc(C(F)(F)F)c1
→ 16	-3	8	-4	-2	-9	-4	-0.3	-1
[9] O=C(Nc1ccc2c(c1)OCO2)c1ccc(Br)o1
→ 9	2	3	-2	-4	-12	3	0.0	0
[10] CN(C(=O)c1cnccn1)c1nnc(-c2cnccn2)s1
→ 3	-5	17	-5	-3	24	-1	-1.0	0
[11] CCOC(=O)c1[nH]c(C(=O)O)c(OC(=O)CC)c1C
→ 10	-1	2	-1	3	-15	1	-1.5	1
[12] O=C(NCc1ccccn1)C1CCC(=O)N1C1CCCC1 (stereo not drawn)
→ 1	8	9	3	3	3	-11	-1.5	0
[13] O=C(COC(=O)c1cc(F)c(F)cc1Cl)NC1CC1
→ -1	-3	13	0	-5	-6	-12	1.2	12
[14] COC(=O)[C@@]12C[C@@H](CC(=O)N3CCC(c4ccccc4)CC3)C(=O)N(Cc3ccco3)C1=CCC(C)(C)C2
→ 0	0	.	-3	-2	-30	.	.	-2
[15] COc1ccccc1CCc1nnc(CCC(=O)NCCOc2cccnc2)o1
→ 0	-1	33	-2	6	18	6	2.5	-1
[16] CCOC(=O)Cc1csc(NC(=O)CSc2nnc(-c3cccnc3)n2Cc2ccco2)n1
→ 0	-5	-4	0	-1	-11	11	-2.4	16
[17] Cc1cccc(NC(=O)c2nc[nH]c2C(=O)NCC(=O)OCc2ccccc2)c1
→ 18	-2	-14	0	-29	64*	-7	2.9	15
[18] CCCCN(Cc1ccco1)S(=O)(=O)c1ccc(-c2ccc(=O)[nH]n2)s1
→ 3	-2	-5	-2	9	15	-4	-2.4	2
[19] Cc1ccc(Cc2c(-c3ccc(C#N)cc3)nc3c(C)cc(Br)cn23)cc1
→ 0	-7	-7	-1	-5	8	.	.	-1
[20] O=C(Cn1cc2c(n1)CCCCC2)N1CCc2ccccc2C1
→ 3	3	21	1	-3	16	-1	-1.7	1
[21] O=C(/C=C/c1cccc([N+](=O)[O-])c1)NCCSc1ccccc1
→ 1	7	19	0	-4	21	12	0.8	6
[22] COC(=O)CC1=C(C(=O)OC)C(c2ccc3c(c2Cl)OCO3)C(C#N)=C(N)O1 (stereo not drawn)
→ 0	1	3	-1	-7	8	12	2.5	11
[23] Cc1ccc(NC(=O)COC(=O)c2cccnc2Cl)cc1S(=O)(=O)N1CCCCC1
→ 14	-1	-3	5	-18	-5	-3	-0.4	5
[24] COC(=O)C1(C)NC(c2ccc(Cl)cc2)C2C(=O)N(c3ccccc3)C(=O)C21 (stereo not drawn)
→ 14	-8	-10	-3	-8	-18	-5	-0.2	3
[25] Nc1nc2c([N+](=O)[O-])cccc2s1
→ -6	13	-13	-6	0	0	0	1.1	12
[26] Cc1c(C(=O)Nc2ccc3nc(N4CCOCC4)sc3c2)oc2ccccc12
→ 13	-1	2	3	-6	33	-1	-0.1	18
[27] COc1ccc(C(=O)NC2CCN(S(=O)(=O)Cc3ccccc3)CC2)c(OC)c1
→ 0	-1	13	-7	6	7	-6	0.1	1
[28] NS(=O)(=O)c1ccc(CCn2c(=S)[nH]c3ccccc3c2=O)cc1
→ 9	-13	-2	3	-17	61*	-13	0.8	38*
[29] COc1ccc(SCCN2CCN(C)CCC2=O)cc1
→ 4	4	11	0	1	14	-6	-1.7	5
[30] COCCN(C(=O)COC(=O)c1c(C)nn(-c2ccccc2)c1C)c1c(N)n(Cc2ccccc2)c(=O)[nH]c1=O
→ 0	3	2	0	2	-4	-15	1.5	2

# Below each SMILES: M5 antag	M4 PAM	M1 PAM parental	M5 ag	M5 PAM	TAAR1 antagonist	CRFBP-R2 block	CRFR2-BP ag	TAAR1 ag
[31] O=C(COC(=O)C1CC1)Nc1ccc([N+](=O)[O-])cc1C(F)(F)F
→ -11	14	2	8	5	-12	-8	-0.2	3
[32] O=C(CCN1C(=O)c2ccccc2C1=O)NC1=NCCS1
→ 4	-1	1	-1	-4	8	22	-2.4	0
[33] O=C(COc1ccccc1CNCc1ccccc1)Nc1ccccc1
→ 2	-9	7	1	-3	-1	-27	-1.9	6
[34] COc1ccc(N2CCN(C(=O)Cn3cnc4c3c(=O)n(C)c(=O)n4C)CC2)cc1
→ -4	-5	13	1	-1	-5	-1	-0.4	9
[35] CCN(CC)S(=O)(=O)c1ccc(C(=O)NCC(=O)NCc2ccc3c(c2)OCO3)cc1
→ 0	2	15	-1	1	-3	8	2.6	1
[36] O=C(CSc1nnc(-c2c[nH]c3ccccc23)o1)N1c2ccccc2CCc2ccccc21
→ 10	-4	13	1	-6	26	4	-1.4	6
[37] CN(C(=O)COC(=O)c1ccc2ccccc2n1)C1CCCCC1
→ 0	25*	-6	2	11	-18	-3	4.8	0
[38] Nc1c(C(=O)NCc2ccco2)c2nc3ccccc3nc2n1CCc1ccc(F)cc1
→ 5	7	-2	4	12	30	-13	0.5	9
[39] Cc1c(C(=O)N(Cc2ccc(N(C)C)cc2)C2CCS(=O)(=O)C2)oc2ccccc12 (stereo not drawn)
→ 18	-7	-26	-2	-5	4	-2	-1.9	13
[40] CC1CCN(c2c(NCC3CCC(C(=O)NC4CCCCCC4)CC3)c(=O)c2=O)CC1 (stereo not drawn)
→ -2	15	9	0	2	-12	21	-1.7	1
[41] C=C(C)c1cccc(C(C)(C)NC(=O)NCc2ccc(OC)cc2)c1
→ -1	13	9	-5	-1	28	13	0.1	2
[42] CCCCN(C)C(=O)c1nc2ccccn2c1CNC1CCC1
→ -6	1	-3	-3	-4	-8	-12	-1.0	3
[43] COc1ccc(C(=O)Nc2ccccc2NC(=O)c2ccco2)c(OC)c1
→ 7	-5	4	-1	-2	1	-1	-1.3	2
[44] O=[N+]([O-])c1cccc(/C=N/n2c(C3CCCCC3)n[nH]c2=S)c1
→ -5	8	13	-1	0	-14	6	-2.2	7
[45] C/C=C/c1ccc2c(c1)O[C@@H](CN(C)C(=O)c1ccc(F)cc1)[C@@H](C)CN([C@H](C)CO)S2(=O)=O
→ 0	-1	12	0	1	-7	2	1.0	4
[46] Cc1cccc(NC(=O)c2sc(-c3ccccc3)nc2-c2ccc([N+](=O)[O-])cc2)c1
→ 5	2	17	-2	-6	10	-7	0.3	0
[47] COc1cccc(C(=O)NCC(=O)N/N=C/c2cccc(OC(=O)c3ccc([N+](=O)[O-])cc3)c2)c1
→ 13	-1	16	-2	-1	-5	7	1.5	-1
[48] Nc1nc(SCc2ccc(Cl)cc2Cl)ns1
→ -3	4	8	-2	-4	10	0	2.4	9
[49] COc1ccc(-c2cn(Cc3ccc(C)cc3)nn2)cc1
→ 1	8	5	0	1	20	-6	-3.7	9
[50] COc1cc2c(cc1OC)C(c1ccc(OC)c(OC)c1OC)CC(=O)N2 (stereo not drawn)
→ 6	-4	10	0	-7	7	-7	3.2	0
[51] COc1cc2c(cc1NC(=O)CSc1nnc(Cc3cccs3)n1Cc1ccco1)oc1ccccc12
→ -3	0	18	-4	-6	.	4	2.2	.
[52] CC(=O)c1c(CC(=O)O)[nH]n(-c2nc3ccccc3s2)c1=O
→ -4	10	20	1	1	15	-26	-2.1	1
[53] COc1ccc(CNC(=O)C2CCCN2C)cc1OC (stereo not drawn)
→ 7	4	-8	-2	-3	-22	0	1.6	1
[54] CC1(C(=O)Nc2cnc3ccccc3c2)CCN1CCc1ccccc1 (stereo not drawn)
→ 8	-7	-3	0	-11	47	.	.	1
[55] COc1ccc(Cc2c(O)nc(SC)n(C(C)=O)c2=O)cc1
→ -3	0	19	-4	1	-1	-2	-0.9	11
[56] O=C(NNC(=O)c1ccc2ccccc2c1)c1cccc(Br)c1
→ 14	-4	3	2	-2	-8	9	-0.5	1

# Some of these compounds in order of count of non-hydrogen atoms, ascending:
# Below each SMILES: M5 antag	M4 PAM	M1 PAM parental	M5 ag	M5 PAM	TAAR1 antagonist	CRFBP-R2 block	CRFR2-BP ag	TAAR1 ag
[48] Nc1nc(SCc2ccc(Cl)cc2Cl)ns1
→ -3	4	8	-2	-4	10	0	2.4	9
[49] COc1ccc(-c2cn(Cc3ccc(C)cc3)nn2)cc1
→ 1	8	5	0	1	20	-6	-3.7	9
[52] CC(=O)c1c(CC(=O)O)[nH]n(-c2nc3ccccc3s2)c1=O
→ -4	10	20	1	1	15	-26	-2.1	1
[42] CCCCN(C)C(=O)c1nc2ccccn2c1CNC1CCC1
→ -6	1	-3	-3	-4	-8	-12	-1.0	3
[37] CN(C(=O)COC(=O)c1ccc2ccccc2n1)C1CCCCC1
→ 0	25*	-6	2	11	-18	-3	4.8	0
[54] CC1(C(=O)Nc2cnc3ccccc3c2)CCN1CCc1ccccc1 (stereo not drawn)
→ 8	-7	-3	0	-11	47	.	.	1
[50] COc1cc2c(cc1OC)C(c1ccc(OC)c(OC)c1OC)CC(=O)N2 (stereo not drawn)
→ 6	-4	10	0	-7	7	-7	3.2	0
[46] Cc1cccc(NC(=O)c2sc(-c3ccccc3)nc2-c2ccc([N+](=O)[O-])cc2)c1
→ 5	2	17	-2	-6	10	-7	0.3	0
[40] CC1CCN(c2c(NCC3CCC(C(=O)NC4CCCCCC4)CC3)c(=O)c2=O)CC1 (stereo not drawn)
→ -2	15	9	0	2	-12	21	-1.7	1
[38] Nc1c(C(=O)NCc2ccco2)c2nc3ccccc3nc2n1CCc1ccc(F)cc1
→ 5	7	-2	4	12	30	-13	0.5	9
[36] O=C(CSc1nnc(-c2c[nH]c3ccccc23)o1)N1c2ccccc2CCc2ccccc21
→ 10	-4	13	1	-6	26	4	-1.4	6
